NTMT1 inhibitor: Primary qHTS for Inhibitors of N-terminal methyltransferase 1 (NTMT1): MTaseGlo Assay; N-terminal Xaa-Pro-Lys N-methyltransferase 1 (Homo sapiens), Q9BV86; NTMT1 MTase-Glo SAH luminescence, purified enzyme; Potency, µM (top dose mostly 114 µM), for the others: at the top dose activity change, negative = inhibition, hits mostly inhibitors; 59,000 tested, 2.5% active; active = well fitted inhibition curve with a large enough effect; inconclusive = small, poorly fitted or top-dose-only effect;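 also: plate controls were DMSO vehicle for no effect and no enzyme for full effect; nearly all actives have a fitted effect of over 65% in size; many of its hits are not listed in these tables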
Target sequence (Q9BV86 whole entry, looked up): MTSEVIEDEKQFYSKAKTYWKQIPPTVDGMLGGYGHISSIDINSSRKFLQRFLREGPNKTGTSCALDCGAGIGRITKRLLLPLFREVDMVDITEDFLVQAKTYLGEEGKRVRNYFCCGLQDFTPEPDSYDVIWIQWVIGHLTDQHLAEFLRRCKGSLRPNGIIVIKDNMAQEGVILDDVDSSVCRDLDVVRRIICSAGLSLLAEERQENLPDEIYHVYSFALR
The depositor's hits bear a star; ? = inconclusive; & = joins results of further samples; [ ] = dose if it differs, or a comment. Potency is read from the fitted curve at half-maximal effect. A portion of the library; count on the stated rates, not on these rows.

SMILES | NTMT1 inhibitor
CC(=O)Nc1ccc(S(=O)(=O)N2CCN(S(=O)(=O)c3c(F)cccc3F)CC2)cc1 | -3%
CCC(=O)NC(c1ccco1)c1cc(Br)c2cccnc2c1O (stereo not given) | 16%
Fc1cc(Nc2nc(-c3ccncc3)nc3ccccc23)ccc1-c1cn[nH]c1 | ?
O=S(=O)(Nc1ccc(-c2cccnc2)c2cccnc12)c1cccc(C(F)(F)F)c1 | 14%
Fc1ccc(-c2noc(CCCCSc3nnc(-c4cccc5ccccc45)o3)n2)cc1 | 1%
CCCn1c(C)nc2c(NCCN(CC)CC)nc(C)nc21 | 6%
Cc1cccc(-n2cnc3cc(C(=O)NC(C)(C)C)ccc32)c1 | -4%
CCc1cccc(Nc2nn3c(=O)c4ccccc4nc3s2)c1 | 8%
COc1ccc(OC)c(-c2nnc3n2N=C(c2ccc(OC)c(OC4CCCC4)c2)CS3)c1 | 18%
O=[S+]([O-])(Nc1ccc2ccccc2c1)c1ccc(NCc2ccc(Cl)cc2O)cc1 | 10%
C/C(O)=C(\C#N)C(=O)Nc1ccc(C(F)(F)F)cc1 | -16%
O=C(Nc1ccc(-c2nc3ccccc3[nH]2)cc1)c1ccc2ncsc2c1 | -9%[57.5 µM]
CCOC(=O)c1nn(-c2ccccc2)c(=O)c2c(N)scc12 | 50µM*
C/C(=N\NC(=O)c1cccc(S(=O)(=O)N2CCOCC2)c1)c1cc(Cl)ccc1O | 14%
COc1ccc(NC(=O)Nc2ccc(-c3nc4ccccc4[nH]3)cc2)cc1OC | -1%
Cc1ccc(C(=O)Nc2ccc(N3CCOCC3)cc2)cc1 | 0%
Cc1nnc(-c2cnn(C)c2N)n1Cc1cncn1C | 2%
O=C1c2ccccc2C(=O)N1c1ccccc1O | -14%
Fc1ccc(NC(=S)Nc2nnc(-c3ccncc3)s2)cc1C(F)(F)F | ?
Nc1nnc(-c2cccc3ccccc23)o1 | 1%
CC(C)(C)OC(=O)Nc1ncnc2c1C(c1ccccc1)c1c(ccc3ccccc13)O2 (stereo not given) | 0%
CCNC(=O)C1CCC(C(=O)Nc2ccc([S+](=O)([O-])Nc3nccs3)cc2)CC1 (stereo not given) | 7%
CC(=O)Nc1sc2c(c1-c1nc3ccccc3s1)CCN(C(C)C)C2 | ?
CCCS(=O)(=O)c1nc(NC2CC2)cc(-c2ccc3c(ccn3C3CC(C)(C)NC(C)(C)C3)c2)n1 | ?
O=C(CNC(=O)C1CCCCC1)OC(C(=O)Nc1cc(C(F)(F)F)ccc1Cl)c1ccccc1 (stereo not given) | 12%
N#Cc1nc(Nc2ccc(F)cc2)nc(NC2CCCC2)n1 | 3%[57.5 µM]
O=C(OCC#CCSc1nnc(-c2cccc3ccccc23)o1)C1CC1 | 1%
O=C(CCNC(=O)c1ccc(OC(F)(F)F)cc1)N[C@@H]1CCCc2ccccc21 | 9%
Cc1ccc(-c2ccc(=O)n(CC(=O)N(C)C(C)c3ccco3)c2)cc1 (stereo not given) | -1%
O=C(Nc1ccc(S(=O)(=O)Nc2nc(-c3ccccc3)cs2)cc1)c1ccc2ccccc2c1 | -10%
CCCn1c(-c2ccc(F)cc2)nc2c(NC(C)CCCN(CC)CC)nc(C)nc21 (stereo not given) | -9%
O=C(Nc1ccc(-c2cccnc2)nc1)c1cccs1 | -2%
Cc1ccc(NS(=O)(=O)c2ccc(-c3ccccc3)cc2)cc1C | 0%
NC(=O)C1CCN(c2nc(-c3ccc(OC(F)(F)F)cc3)cs2)CC1 | -10%
Cn1cc(Cl)c(C2N=C(Nc3nc4ccccc4o3)NC3=C2C(=O)CCC3)n1 (stereo not given) | 2%
Cc1cc(-c2nnc3n2CCCCC3)c(C)n1-c1ccc([N+](=O)[O-])cc1 | -3%
Cc1ccc(S(=O)(=O)Nc2cccc3cccnc23)cc1 | 18%
CN1CCN(c2cc(-c3nc(Nc4ccc(F)c(F)c4)c4ccccc4n3)ccn2)CC1 | ?
C[C@H]1CNCCCN1S(=O)(=O)c1cccc2cncc(F)c12 | 1%[57.5 µM]
CCOc1ccc(CCN(C)C(=O)c2cc3sccc3n2Cc2ccccc2)cc1OCC | 11%
CC(=O)c1ccc(N2CCN(S(=O)(=O)c3ccc4[nH]c(=O)[nH]c4c3)CC2)cc1 | ?
O=C(O)c1ccc(O)c2ncc(-c3n[nH]nc3-c3ccccc3)cc12 | 9%&12%
CC(C)(C)N=Cc1c(-c2ccccc2)no[n+]1[O-] | 7%
O=C(CCCCSc1nnc(-c2cccc3ccccc23)o1)Oc1ccc(F)cc1 | 14%
O=C1CCc2cc(S(=O)(=O)Nc3ccc(F)c(Cl)c3)ccc2N1 | ?
CC(=O)c1ccccc1-c1ncc(C)c(NCc2ccc(-c3cccnc3)cc2)n1 | -5%
O=C(NCCc1ccc(OCC(F)(F)F)c(OCC(F)(F)F)c1)c1cc2sccc2n1Cc1ccccc1 | 9%
CCCn1c(C)nc2c(NCCN3CCOCC3)nc(C)nc21 | 4%
CCCCN(CCCNC(=S)NCCCc1cnc[nH]1)c1ccc(Br)cn1 | -13%
O=C(O)c1ccccc1OC1=NS(=O)(=O)c2ccccc21 | 6%[57.5 µM]
O=[S+]([O-])(c1cc2ccccc2o1)N1CCN([S+](=O)([O-])c2c(F)cccc2F)CC1 | 7%[57.5 µM]
O=C(CNC(=O)c1ccccc1Cl)OC(C(=O)Nc1cc(C(F)(F)F)ccc1Cl)c1ccccc1 (stereo not given) | 6%
CC(C)(C)c1[nH]cnc1/C=c1\[nH]c(=O)/c(=C/c2ccccc2)[nH]c1=O | 22%
NC(=O)C1CCN(c2nc(-c3cccc4sc5ccccc5c34)cs2)CC1 | -20%[57.5 µM]
Cc1cc2c(cc1C1(c3ccc(C(=O)O)cc3)CC1)C(C)(C)CCC2(C)C | -7%
CCOC(=O)c1c(/C=N/Nc2ccccc2)c2sc(C)cc2n1C | 14%
Cc1cc(C)nc(NC(=S)N2CCN(c3ncnc4sccc34)CC2)c1 | -21%[57.5 µM]
O=S(=O)(Nc1cccc2ccccc12)c1ccc(NCc2cccc(Cl)c2O)cc1 | -2%
Fc1ccc(Nc2nc(-c3ccncc3)nc3ccccc23)cc1F | ?
O=C(Nc1ccc(Cl)c(S(=O)(=O)N2CCOCC2)c1)c1ccc(S(=O)(=O)N2CCCCC2)cc1 | 7%

(list continues)
SMILES | NTMT1 inhibitor
CC(=O)c1ccc(N2CCN(S(=O)(=O)c3ccc4c(c3)CCCN4C(C)=O)CC2)cc1 | -4%
CN1CCN(c2cccc(Nc3nn4c(=O)c5ccc(N(C)C)cc5nc4s3)c2)CC1 | 50µM*
Cn1cnc(CCNc2ncnc3ccc(-c4ccc5c(c4)OCO5)cc23)c1 | 12%
O=C(O)c1cc(F)c(S(=O)(=O)N2CCN(S(=O)(=O)c3ccc4c(c3)OCCO4)CC2)cc1F | 3%
Oc1ccc(/C=C/c2ccccc2F)c2cccnc12 | 13%[57.5 µM]
Oc1c(CNc2ccccc2)cc(COCc2ccccc2)c2cccnc12 | 0%
Cn1nnnc1Sc1ncnc2scc(-c3cccc(Br)c3)c12 | -3%
Nc1nc(F)nc2c1ncn2C1OC(COP(=O)(O)O)C(O)C1O (stereo not given) | ?
Cc1ccc(NS(=O)(=O)c2ccc3c(c2)CCO3)cc1C | 10%
CCOC(=O)C1CCN(C(=O)C(C)(C)NC(=O)Nc2ccc(Oc3ccccc3)cc2)CC1 | 3%
CC(=O)NC(c1cccs1)c1cc(F)c2cccnc2c1O (stereo not given) | 10%[57.5 µM]
FC(F)(F)c1ccccc1-c1nc(NCc2ccc(-c3ccc4c(c3)OCO4)cc2)c2ccccc2n1 | 2%
C[C@H](NC(=O)[C@H]1NCC[C@@H]1O)c1ccc(-c2noc(CCC3CCCC3)n2)cc1 | 1%
Cc1ccsc1C1N=C(Nc2nc3ccccc3o2)NC2=C1C(=O)CCC2 (stereo not given) | 6%
O=S(=O)(c1cccc(-c2n[nH]c(=S)n2-c2ccccc2)c1)N1CCCC1 | ?
O=C(Cc1ccc2ccccc2c1)Nc1ccc(S(=O)(=O)Nc2nccs2)cc1 | 12%[57.5 µM]
O=C1CCCC2=C1C(c1ccccc1C(F)(F)F)N=C(Nc1nc3ccccc3o1)N2 (stereo not given) | 20%
C=C1C(=O)O[C@H]2C[C@H](C)C(/C=C/C(C)=O)=CC[C@H]12 | -13%
Cc1noc(C)c1-c1ccc2ncnc(NCC3CCN(C)CC3)c2c1 | -13%
Cc1ccnc(NC(=S)N[C@H]2CCN(c3cccc(C(F)(F)F)c3)C2)c1 | 8%[57.5 µM]
CCCn1c(C)nc2c(NCCCN3CCCCC3C)nc(C)nc21 (stereo not given) | 3%
COc1cc(O)c(C(CC(=O)N2CCC[C@H](C)C2)c2ccc3c(c2)OCO3)c(OC)c1 (stereo not given in full) | 3%[228 µM]
Cc1c(P(=S)(c2ccccc2)c2ccccc2)[n+]2ccccc2n1CCCCc1ccccc1 | -6%[57.5 µM]
Cc1cc(C)nc(NC(=S)N2CCN(c3ccncc3)CC2)c1 | ?
O=C1NS(=O)(=O)c2cc(Br)ccc21 | 14%
COc1cccc(C)c1NC(=O)C(OC(=O)CNC(=O)c1ccccc1)c1ccccc1 (stereo not given) | 2%
O=C(OCC#CCSc1nnc(-c2ccc3ccccc3c2)o1)c1ccsc1 | 13%
CC(=O)Nc1sc2c(c1-c1nc3ccccc3s1)CCCN(C(C)C)C2 | ?
NC(=O)C1CCN(c2nc(-c3ccc(N)cc3)cs2)CC1 | ?
CC(=O)Nc1ccc(S(=O)(=O)Nc2nccs2)cc1 | 28%&18%
COc1ccc(C2Nc3ccccc3C(=O)N2Cc2ccccc2)cc1COc1cccc(Cl)c1 (stereo not given) | 20%[57.5 µM]
O=[S+]([O-])(c1ccc2c(c1)OCCO2)N1CCN([S+](=O)([O-])c2cc(Cl)ccc2F)CC1 | 8%
COc1ccc(C2=Nn3c(nnc3-c3ccccc3C(F)(F)F)SC2)cc1OC1CCOC1 (stereo not given) | ?
CN(C)c1ccc(/C=C/C(=O)Nc2cccc([S+](=O)([O-])Nc3ccccc3F)c2)cc1 | 8%[57.5 µM]
CC(C)(C)OC(=O)N1CCN(c2ccc(NCc3ccc(-c4ccccc4F)o3)cc2)CC1 | -5%
Cc1nc(C)c(-c2ccc3ncnc(NCCc4cnc[nH]4)c3c2)s1 | ?
O=C1CCc2cc(S(=O)(=O)Nc3cccnc3)ccc2N1 | 1%
Nc1cccc(-c2csc(NC(=O)CCCCCCC(=O)NO)n2)c1 | 8%[12.6 µM]
COc1ccc(C2=Nn3c(nnc3-c3ccc(OC)cc3)SC2)cc1 | -6%[57.5 µM]
O=c1c2ccccc2nc(-c2ccccc2O)n1Cc1ccccc1 | 5%

In the list so far, these have a cyano group.
SMILES | NTMT1 inhibitor
C/C(O)=C(\C#N)C(=O)Nc1ccc(C(F)(F)F)cc1 | -16%
N#Cc1nc(Nc2ccc(F)cc2)nc(NC2CCCC2)n1 | 3%[57.5 µM]

Pulled by compound from above:
SMILES | NTMT1 inhibitor
CC(C)(C)OC(=O)N1CCN(c2ccc(NCc3ccc(-c4ccccc4F)o3)cc2)CC1 | -5%
Cc1nc(C)c(-c2ccc3ncnc(NCCc4cnc[nH]4)c3c2)s1 | ?
O=c1c2ccccc2nc(-c2ccccc2O)n1Cc1ccccc1 | 5%
COc1cccc(C)c1NC(=O)C(OC(=O)CNC(=O)c1ccccc1)c1ccccc1 (stereo not given) | 2%
NC(=O)C1CCN(c2nc(-c3ccc(N)cc3)cs2)CC1 | ?
O=[S+]([O-])(c1ccc2c(c1)OCCO2)N1CCN([S+](=O)([O-])c2cc(Cl)ccc2F)CC1 | 8%

Following part:
SMILES | NTMT1 inhibitor
O=[S+]([O-])(c1ccc2c(c1)OCCO2)N1CCN([S+](=O)([O-])c2ccc(F)cc2Cl)CC1 | 0%
Cc1c(-c2ccccc2)no[n+]1[O-] | 9%
Cc1cc(-c2nnc3n2CCCCC3)c(C)n1-c1ccc(C(F)(F)F)cc1 | 8%
CCOC(=O)C1CCN(C(=O)C(C)(C)NC(=O)Nc2ccc(N)cc2)CC1 | 8%
Cc1cc(C=CC#N)cc(C)c1Nc1nc(Nc2ccc3scnc3c2)c2[nH]cnc2n1 | -15%
Cc1cccc(S(=O)(=O)N2CCN(S(=O)(=O)c3ccc4c(c3)OCCO4)CC2)c1 | 4%
NC(=O)C1CCN(c2nc(-c3cccc4ccccc34)cs2)CC1 | ?
C#CCCC(=O)Nc1sc2c(c1-c1nc3ccccc3s1)CCN(C(C)C)C2 | 3%
CCC(=O)OCC(=O)C1(OC(=O)CC)C(C)CC2C3CCC4=CC(=O)C=CC4(C)C3(F)C(O)CC21C (stereo not given) | 6%
CCc1cc2c(c(OCC(F)(F)F)c(C(=O)NC3CCN(C(=O)CO)CC3)n2C)c(=O)n1CC(=O)c1ccccc1 | 6%
CCNCCc1ccc(CN(CC)c2cc(OC)ccc2[C@@H]2CCc3cc(O)ccc3C2)cc1 | 45µM*
CC(=O)N1CCN(c2ccc(NS(=O)(=O)c3ccc4c(c3)CC(=O)N4)cc2)CC1 | ?
N#Cc1c(-c2ccc(F)c(Br)c2)no[n+]1[O-] | -7%
O=C(O)c1ccc(O)c2ncc(NC3CCNC3)cc12 (stereo not given) | 10%
CCCn1c(C)nc2c(NC(C)CN(C)C)nc(C)nc21 (stereo not given) | 1%
Cc1ccc(OCCn2c(CCNC(=O)C3CC3)nc3ccccc32)cc1 | -2%[57.5 µM]
C=CCNc1oc(-c2cccnc2)nc1C#N | 19%
O=C(/C=C/c1ccc2c(c1)OCO2)Nc1cccc([S+](=O)([O-])Nc2ccccc2F)c1 | 11%
CC(C)c1ccccc1-c1nccc(NCc2ccc(-c3cccnc3)cc2)n1 | 6%
